# Screening data (PubChem)
# GRK2 aptamer HTS = compounds blocking aptamer binding on GRK2 – biochemical, human GRK2, bead flow cytometry, HTS, primary screen; Beta-adrenergic receptor kinase 1 (Homo sapiens), P25098; FAM-aptamer displacement from GRK2; inhibition of aptamer binding, % at 10 µM; actives 0.59% (n = 330,000);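 active = inhibition of aptamer binding above 40%, roughly 3 SD of noise, on plates passing a quality check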;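 also: median bead fluorescence of bound FAM aptamer so fluorescent compounds give negative values; no value below 0 was filed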
# Target sequence (P25098 whole entry, looked up): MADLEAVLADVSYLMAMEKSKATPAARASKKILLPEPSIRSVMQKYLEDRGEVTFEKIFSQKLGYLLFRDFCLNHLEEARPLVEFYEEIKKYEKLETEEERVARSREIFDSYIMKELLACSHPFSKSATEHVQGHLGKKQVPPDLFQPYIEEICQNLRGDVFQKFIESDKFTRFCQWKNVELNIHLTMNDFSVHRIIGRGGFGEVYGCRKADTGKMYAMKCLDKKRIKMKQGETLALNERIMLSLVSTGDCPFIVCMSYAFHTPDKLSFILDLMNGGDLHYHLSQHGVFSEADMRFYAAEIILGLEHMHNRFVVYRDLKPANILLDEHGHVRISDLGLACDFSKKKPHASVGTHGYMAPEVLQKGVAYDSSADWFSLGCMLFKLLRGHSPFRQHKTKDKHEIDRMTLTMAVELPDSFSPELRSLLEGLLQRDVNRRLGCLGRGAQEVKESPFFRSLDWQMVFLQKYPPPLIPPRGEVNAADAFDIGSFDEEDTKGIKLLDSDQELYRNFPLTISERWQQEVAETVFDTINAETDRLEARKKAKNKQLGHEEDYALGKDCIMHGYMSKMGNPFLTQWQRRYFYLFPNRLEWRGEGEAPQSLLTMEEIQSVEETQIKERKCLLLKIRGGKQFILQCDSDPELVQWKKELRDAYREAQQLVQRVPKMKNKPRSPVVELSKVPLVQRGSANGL
# RPL19A-GFP yeast = RPL19A-GFP expression modulators in yeast, primary screen, cell-based, S. cerevisiae, multiplex flow cytometry, MLPCN | S. cerevisiae RPL19A-GFP strain, 3 h; stronger effect = lower value | percent response vs DMSO, % at 10 µM | actives 0.3% (n = 330,000) | AID 2025, 2009;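 active = percent response vs DMSO below 50%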;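 also: median channel GFP fluorescence of the barcoded RPL19A-GFP strain; ratio of sample median GFP to plate DMSO average so 100% = DMSO; lower means less RPL19A-GFP as with rapamycin TOR inhibition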
# AGP1-GFP MLPCN = modulators of AGP1-GFP expression in yeast TOR pathway, primary screen, cell-based, multiplex flow cytometry, S. cerevisiae, MLPCN library | 3 h; GFP as percent of DMSO wells | GFP response vs DMSO, % at 10 µM | actives 0.02% (n = 320,000);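 active = GFP response relative to DMSO above a set limit, near screen average plus 3 SD, cut at about 150% in these data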;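 also: median GFP channel fluorescence of the gated AGP1 strain per well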
# VLA-4 inh = inhibition in human VLA-4 binding assay, primary screen, VLA-4 allosteric modulator project, MLPCN library, flow cytometry, VLA-4 expressing cells; Integrin alpha-4 (Homo sapiens), P13612; ligand binding flow cytometry; inhibition, % (about 7 µM as worked out from the volumes in the protocol); actives 0.2% (n = 330,000); AID 2557, 2010; in the data active = inhibition above about 50%
# CIT2-GFP yeast = modulators of CIT2-GFP expression in yeast, primary screen, S. cerevisiae, GFP fusion, multiplex flow cytometry, MLPCN library | S. cerevisiae CIT2-GFP strain, 3 h; 100 means same as DMSO wells | GFP response vs DMSO, % at 10 µM | actives 0.065% (n = 320,000) | AID 2029, 2009;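 active = GFP response relative to DMSO above a set limit, near the screen mean plus 3 SD, cut at about 150% in these data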;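 also: ratio of well median GFP fluorescence to mean of DMSO wells on the plate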
# CR mimetic SO = reduction of superoxide in aged yeast, primary screen, HTS; actives 0.18% (n = 330,000); superoxide response (% of plate mean), % at 10 µM; S. cerevisiae aged cells, superoxide DHE fluorescence; stronger effect = lower value;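 active = superoxide response under a set limit, about three screen SD below normal, cut at about 65% in these data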;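 also: yeast aged for seven days with compound at 30 °C before DHE staining; 100% = average MFI of all compound-treated wells on the plate with controls excluded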
# LAP4 TOR yeast = modulators of LAP4-GFP expression in yeast, primary screen, S. cerevisiae, multiplex flow cytometry, MLPCN library | 3 h; median GFP as percent of DMSO wells | GFP response vs DMSO, % at 10 µM | actives 0.34% (n = 320,000) | AID 2023, 2009;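 active = GFP response vs DMSO above a set limit, about the screen mean plus 3 SD, cut at about 150% in these data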
# MEP2 TOR yeast = modulators of MEP2-GFP levels in yeast, primary screen, S. cerevisiae, multiplex flow cytometry, MLPCN library; GFP response vs DMSO, % at 10 µM; S. cerevisiae MEP2-GFP strain, 3 h; 100% = DMSO control level; actives 0.51% (n = 330,000);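 active = GFP response versus DMSO above a set limit, roughly screen mean plus 3 SD, cut at about 180% in these data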;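 also: median GFP fluorescence of the barcode-gated MEP2-GFP cells per well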
# Starred values were filed as active, the others as inactive; . = not tested or not shown. Random draw from the library; 1.7% or so of the library scored in one or more.
item	Structure	GRK2 aptamer HTS	RPL19A-GFP yeast	AGP1-GFP MLPCN	VLA-4 inh
1	CCN1CCN(C(=S)NC(CC(=O)c2ccccc2)c2ccccc2)CC1 (stereo unspecified)	1	97	96	20
2	COc1ccc(C2(C)NC(=O)N(CC(=O)N(c3ccccc3)C3CCS(=O)(=O)C3)C2=O)cc1 (stereo unspecified)	0	99	104	1
3	COc1cccc(CNC(=O)CCCC(=O)NC(C)CCc2ccccc2)c1 (stereo unspecified)	0	102	100	19
4	Cc1cc(NC(=O)c2c(C)noc2C)no1	3	97	105	7
5	CCOC(=O)c1c(-c2ccc(C)s2)csc1N	0	113	110	5
6	Cc1nn(-c2ccccc2)c(C)c1/C=N/NC(=O)CSc1nnc(-c2ccccc2)n1-c1ccc(Cl)cc1	2	99	95	20
7	CSCCC(NS(=O)(=O)c1ccc(C)cc1)C(=O)N1CCN(C(c2ccccc2)c2ccccc2)CC1 (stereo unspecified)	0	99	111	3
8	COc1cc(C)c(C#N)c(OC)n1	0	99	101	-35
9	Cc1c(N2C(=O)C3C4C=CC(C5CC45)C3C2=O)c(=O)n(-c2ccccc2)n1C (stereo unspecified)	1	94	91	-1
10	O=C(c1cccnc1)N1CCN(C(=O)c2ccccc2F)CC1	0	89	94	13
11	O=C(COC(=O)C1(c2ccc(F)cc2)CCCC1)NCc1ccco1	3	98	99	6
12	COc1cc(Cn2nnc3ccccc32)ccc1O	2	99	101	0
13	Cc1c(C)c2ccc(OCC(=O)N3CC[C@@]4(O)CCCC[C@H]4C3)cc2oc1=O	0	102	110	1
14	Cn1nccc1C(=O)N1CCN(c2cccc(C(F)(F)F)c2)CC1	0	103	94	-3
15	O=C(O)C(=O)/C(=C\c1ccccc1)c1ccc2ccccc2n1	0	91	90	8

item	CIT2-GFP yeast	CR mimetic SO	LAP4 TOR yeast	MEP2 TOR yeast
1	91	112	103	92
2	102	94	100	105
3	100	100	92	99
4	100	99	103	97
5	107	84	101	115
6	96	81	100	99
7	99	99	106	101
8	112	103	100	107
9	91	96	94	92
10	102	102	91	92
11	99	107	102	100
12	102	107	96	98
13	111	94	102	105
14	108	101	71	99
15	91	100	95	96

# In the list so far, these have a carbonyl joined to an NH by a bond outside any ring:
item	Structure	GRK2 aptamer HTS	RPL19A-GFP yeast	AGP1-GFP MLPCN	VLA-4 inh
3	COc1cccc(CNC(=O)CCCC(=O)NC(C)CCc2ccccc2)c1 (stereo unspecified)	0	102	100	19
4	Cc1cc(NC(=O)c2c(C)noc2C)no1	3	97	105	7
6	Cc1nn(-c2ccccc2)c(C)c1/C=N/NC(=O)CSc1nnc(-c2ccccc2)n1-c1ccc(Cl)cc1	2	99	95	20
11	O=C(COC(=O)C1(c2ccc(F)cc2)CCCC1)NCc1ccco1	3	98	99	6

item	CIT2-GFP yeast	CR mimetic SO	LAP4 TOR yeast	MEP2 TOR yeast
3	100	100	92	99
4	100	99	103	97
6	96	81	100	99
11	99	107	102	100

# More entries follow:
item	Structure	GRK2 aptamer HTS	RPL19A-GFP yeast	AGP1-GFP MLPCN	VLA-4 inh
16	CC(=O)Nc1ccc(S(=O)(=O)N2CCC(C(=O)c3ccc(F)cc3)CC2)cc1	0	110	113	4
17	CC(C)CCNC(=O)C(=O)NCCC1=CCCCC1	4	104	93	18
18	Cc1cccc(C)c1OCC(O)CNC(C)C (stereo unspecified)	0	94	.	-1
19	C=CCOc1c(Br)cc(/C=N/Nc2ccc(C(=O)O)cc2)cc1OCC	0	104	111	-9
20	O=C(COC(=O)Cc1cccs1)Nc1ccccc1F	15	100	102	-1
21	COc1ccc(C(=O)Nc2nc3cc4c(cc3s2)OCCO4)c(OC)c1	0	107	96	7
22	CC(=O)Nc1ccc2nc(NC(=O)COc3cccc(C)c3)sc2c1	0	106	96	13
23	COCc1cc(C)n(CC(=O)Nc2ccccc2C(=O)OC)c(=O)c1C#N	0	95	98	0
24	C#CCOCCOCCOCCNc1nc(N2CCN(C(=O)[C@H](CCCCN)n3cc(CN)nn3)CC2)nc(N2CCN(C(=O)[C@H](CCCN=C(N)N)n3cc(C(N)[C@H](C)CC)nn3)CC2)n1 (stereo partly specified)	0	94	91	24
25	CCC(c1nnc(SCC(=O)Nc2ccc(S(N)(=O)=O)cc2)n1Cc1ccccc1)N(C)C (stereo unspecified)	0	102	90	19
26	COc1ccc(-n2c(=O)[nH]c3cc(C(=O)NCCc4ccccc4)ccc3c2=O)cc1OC	0	98	101	1
27	CSc1ccc(CNCCCN(C)C)cc1	0	98	95	8
28	Cc1cc(=O)[nH]c(N2CCCNCC2)n1	0	107	104	7
29	Cn1c(CCNC(=O)c2ccccc2F)nnc1SCC(=O)Nc1nncs1	1	102	105	7
30	Cc1c(NS(=O)(=O)c2ccc3nc(COc4ccccc4Cl)[nH]c3c2)c(=O)n(-c2ccccc2)n1C	3	88	92	-4

item	CIT2-GFP yeast	CR mimetic SO	LAP4 TOR yeast	MEP2 TOR yeast
16	116	107	105	106
17	98	95	89	104
18	98	102	96	98
19	107	98	105	103
20	.	97	92	104
21	105	90	99	107
22	107	101	101	106
23	95	117	101	101
24	85	78	98	104
25	83	104	88	91
26	100	86	96	101
27	92	107	102	97
28	109	96	91	111
29	99	90	106	101
30	89	100	89	87

# The listing continues:
item	Structure	GRK2 aptamer HTS	RPL19A-GFP yeast	AGP1-GFP MLPCN	VLA-4 inh
31	CCCCc1nnc(NC(=O)CN2C(=O)C3CCCCC3C2=O)s1 (stereo unspecified)	1	98	106	9
32	O=C(CSc1nn(-c2ccc(F)cc2)c(=S)s1)NC1CCS(=O)(=O)C1 (stereo unspecified)	2	103	103	3
33	CC(CCc1ccccc1)NC(=O)CSc1nc(N)cc(N)n1 (stereo unspecified)	0	104	108	-3
34	COc1cc(/C=C/C(=O)OCC(=O)NCCC2=CCCCC2)ccc1O	0	97	105	2
35	Cc1ccc(C(=O)NC2CCCC2)s1	1	96	96	20
36	COc1ccc(N(C(=O)c2ccc(Br)o2)C2C=CS(=O)(=O)C2)c(OC)c1 (stereo unspecified)	2	105	100	26
37	O=C(Nc1ccccc1N1CCCC1)c1cccc(F)c1	2	111	106	7
38	CN1CCN(c2ccc(Cl)cc2NC(=O)c2ccc(S(=O)(=O)N(C)C)cc2)CC1	6	96	93	-8
39	N#Cc1c(N2CCOCC2)nsc1-c1ccc(C(F)(F)F)cc1	2	97	100	9
40	Cc1ccc(-c2nnn(CC(=O)N(CCN3CCOCC3)C(C(=O)NC3CCCC3)c3ccncc3)n2)o1 (stereo unspecified)	0	101	108	6
41	COc1ccc(C(=O)N(CCCO)C(C)C(=O)NC2CCCCC2)cc1OC (stereo unspecified)	5	97	102	-4
42	CN1CCN(c2ccc(NC(=O)c3sc4ccccc4c3Cl)cc2)CC1	0	96	96	5
43	COc1ccc(C)cc1-n1c(SCC(=O)Nc2cc(C)on2)nc2ccccc2c1=O	0	98	105	4
44	O=C(NCc1nnnn1-c1ccc(F)c(F)c1)c1ccc(S(=O)(=O)N2CCOCC2)cc1	0	89	96	4
45	O=C(COc1ccc(Br)cc1Br)NC1CCS(=O)(=O)C1 (stereo unspecified)	1	90	90	3

item	CIT2-GFP yeast	CR mimetic SO	LAP4 TOR yeast	MEP2 TOR yeast
31	99	91	100	92
32	.	93	99	102
33	105	91	106	100
34	102	108	100	96
35	101	99	100	105
36	99	118	98	101
37	105	101	101	109
38	96	99	88	98
39	93	83	125	95
40	102	93	107	105
41	98	94	106	103
42	89	111	109	97
43	104	98	105	108
44	73	116	91	92
45	91	97	92	99

# The list goes on.
item	Structure	GRK2 aptamer HTS	RPL19A-GFP yeast	AGP1-GFP MLPCN	VLA-4 inh
46	COc1ccc(C(=O)/C=C/c2ccc(OC3CSC3)cc2)cc1OC	3	103	102	-4
47	O=C1c2ccccc2-c2onc3ccc(NCc4ccco4)c1c23	0	94	93	-356
48	C/C(=C\COc1ccc2ccc(=O)oc2c1)CC[C@@H](O)C(C)(C)O	0	99	96	0
49	CC(=O)Nc1ccc(NC(=O)CN(c2cccc(C)c2)S(C)(=O)=O)cc1	1	102	110	1
50	Cc1ccccc1-n1c(O)c(/C=C/C=Nc2ccccc2)c(=O)[nH]c1=O	4	101	98	-21
51	CCCn1c(S(=O)(=O)O)nc2ccccc21	0	96	97	3
52	Cc1ccc(S(=O)(=O)NCC2CCC(C(=O)NCCCOC(C)C)CC2)cc1 (stereo unspecified)	2	105	100	15
53	CC(=O)c1c(C)oc2ccc(N(C(C)=O)S(=O)(=O)c3ccc(Cl)c([N+](=O)[O-])c3)cc12	0	101	100	40
54	Cc1cccn2c(=O)c3cc(C(=O)NCC(C)C)sc3nc12	4	104	104	-2
55	Cc1cc(C(=O)CSc2nc3ccccc3o2)c(C)n1CC1CCCO1 (stereo unspecified)	0	99	101	5
56	COc1ccc(N(CC(=O)NC(C)c2ccccc2)S(=O)(=O)c2c(C)noc2C)cc1 (stereo unspecified)	1	103	106	-16
57	COc1ccc(S(=O)(=O)N(C)c2ccc(OCC(=O)Nc3cc(C)on3)cc2)cc1	0	98	102	9
58	CC(C)(C)CC(=O)Nc1ccc(-c2nnc3n2CCCCC3)cc1	4	94	88	8
59	Cc1ccc(C(=O)COC(=O)CCN2C(=O)C3C4C=CC(C5CC45)C3C2=O)cc1 (stereo unspecified)	0	101	98	3
60	Nc1nnnn1/N=C/c1ccccc1OCc1ccc(Cl)cc1Cl	0	97	96	-11

item	CIT2-GFP yeast	CR mimetic SO	LAP4 TOR yeast	MEP2 TOR yeast
46	108	102	93	105
47	93	104	100	98
48	95	85	103	97
49	107	85	103	105
50	110	101	91	96
51	89	96	104	109
52	103	117	105	118
53	121	103	101	102
54	103	115	107	102
55	98	100	98	101
56	107	81	102	103
57	104	92	106	105
58	95	104	80	103
59	97	105	100	105
60	101	103	102	98

# Profiles, looked up by structure. Screens in order: GRK2 aptamer HTS | RPL19A-GFP yeast | AGP1-GFP MLPCN | VLA-4 inh | CIT2-GFP yeast | CR mimetic SO | LAP4 TOR yeast | MEP2 TOR yeast
# `CN1CCN(c2ccc(NC(=O)c3sc4ccccc4c3Cl)cc2)CC1` across the screens: 0 | 96 | 96 | 5 | 89 | 111 | 109 | 97
# `Nc1nnnn1/N=C/c1ccccc1OCc1ccc(Cl)cc1Cl` across the screens: 0 | 97 | 96 | -11 | 101 | 103 | 102 | 98

# Following part:
item	Structure	GRK2 aptamer HTS	RPL19A-GFP yeast	AGP1-GFP MLPCN	VLA-4 inh
61	Cc1cccc(NCCC(=O)c2ccc(Br)cc2)c1	0	96	90	5
62	O=C(c1ccco1)N1CCN(S(=O)(=O)c2ccc(S(=O)(=O)NC3CCCC3)cc2)CC1	0	95	103	-1
63	O=C(Nc1ncccc1Cl)C1COc2ccccc2O1 (stereo unspecified)	0	93	92	7
64	Cc1cc(C)cc(OCCNS(=O)(=O)c2cccs2)c1	0	92	105	-5
65	Cn1c(NN)nc2c1c(=O)n(Cc1ccccc1)c(=O)n2C	5	101	98	26

item	CIT2-GFP yeast	CR mimetic SO	LAP4 TOR yeast	MEP2 TOR yeast
61	81	102	112	96
62	102	84	94	103
63	87	104	105	97
64	87	89	114	95
65	109	93	120	118
